# LYP phosphatase = inhibitors of LYP phosphatase, biochemical, fluorescence intensity, uHTS (AID 1779). recombinant LYP phosphatase, fluorescence intensity; higher % means a stronger effect. one-dose inhibition, % at 11.5 µM; IC50 in µM for titrated hits. hit rate 0.054% among 290,000;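 further: plate controls were vehicle with enzyme for no effect and no enzyme for full effect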
# XIAP displacement = XIAP antagonists, biochemical, IAP family, fluorescence polarization (AID 1018). XIAP BIR domain, fluorescence polarization peptide displacement; higher % means a stronger effect. one-dose displacement, % at 20 µM; IC50 in µM for titrated hits. hit rate 0.007% among 200,000; in the data active means displacement above about 50%; further: a part of the inactive calls stands beside numbers as strong as those of hits
# HIV fusion peptide = inhibitors of HIV fusion peptide binding, primary screen, biochemical, uHTS, fluorescence dequenching (AID 1986); cell-free peptide binding, fluorescence dequenching, 30 min; higher % means a stronger effect; inhibition, % at 20 µM; hits with a dose series show IC50 in µM; hit rate 0.3% among 290,000; in the data active means inhibition mostly above about 52%, no sharp cut-off; inactive means mostly below about 76%; further: some results filed as inactive read as strong as hits
# NS5 inhibitors = Dengue-2 NS5 methyltransferase inhibitors, primary screen, biochemical, confirmation dose response (AID 588689); Dengue-2 NS5 methyltransferase capping enzyme assay, biochemical; higher % means a stronger effect; inhibition, % at 25 µM, or IC50 in µM where a hit was titrated; hit rate 0.3% among 340,000; in the data active means a potency from the dose series; inconclusive means inhibition above about 29% without an active follow-up result
# Siah-1 displacement = blockers of Siah-1 interaction with plectin peptide – biochemical, fluorescence polarization, rhodamine-plectin, uHTS, primary screen (AID 1817). displacement, % at 20 µM; hits with a dose series show IC50 in µM. Siah-1 / rhodamine-plectin peptide fluorescence polarization; higher % means a stronger effect. hit rate 0.02% among 290,000;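 active means displacement of at least 50% at 20 µM, with a fluorescence ratio check between 0.3 and a set limit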;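 further: plate controls were Siah plus tracer with DMSO for no effect and tracer alone without Siah for full effect; strong numbers were not always called active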
# Myeloid diff MLP = myeloid differentiation induction | AID 624256 | calls only at 10 µM | hit rate 1% among 360,000 | ER-HoxA9 myeloid progenitors, lysozyme-GFP differentiation, flow cytometry;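 active means normalized GFP-positive differentiation at or above the plate's own cutoff, the solvent-only control mean plus 3 SD; inconclusive means no clear call, values can overlap the other calls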;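 further: cells exposed to compound for four days before flow analysis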
# Lipid droplet = hepatic lipid droplet formation modulation; AML12 mouse hepatocytes, oleate lipid droplets, BODIPY imaging; inhibition, % at 6.5 µM; hit rate 0.4% among 240,000; AID 1656;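 active means lipid droplet intensity inhibited by at least 50%, with more than 500 cells counted; inconclusive means wells with under 300 cells, treated as cytotoxic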
#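 Material – mouse AML12 hepatocyte cell line, fixed after treatment · Compound dosing – one dose, 6.5 µM compound · Times – compound with oleate, overnight · Measured by – Image-based BODIPY and DAPI two-channel analysis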
# NOD2 inhibition = inhibition of NOD2-driven NF-kB reporter – cell-based, luminescence, uHTS, HEK293 (AID 1566); HEK293 NOD2/NF-kB luciferase reporter, luminescence; higher % means a stronger effect; inhibition, % at 4 µM; hits with a dose series show EC50 in µM; hit rate 0.63% among 290,000; further: many of its hits are not listed in these tables
# AID2073 = disruptors of CaV2.2 binding to Mint1 – biochemical, HTRF (AID 2073); HTRF protein-protein interaction, Mint1-CaV2.2; higher % means a stronger effect; inhibition, % at 20 µM, or IC50 in µM where a hit was titrated; hit rate 0.19% among 290,000; in the data active means inhibition mostly above about 51%, no sharp cut-off; inconclusive means no clear call, values can overlap the other calls; inactive means mostly below about 53%; further: some results filed as inactive read as strong as hits
# Lipid droplet cells 6.5 µM = second read-out of Lipid droplet, no call of its own (marks repeat the call); cell count; measured here: cell count, cytotoxicity flag;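 cells counted across two imaged fields per well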
# NS5 inhibitors pilot replicate = also measured in NS5 inhibitors; calls as there; inhibition, %; measured here: pilot screen replicate inhibition
# Myeloid diff MLP GFP+ MAC1+ % = also measured in Myeloid diff MLP; calls as there; GFP+ MAC1+ double positive, %; measured here: differentiation confirmed by MAC1 staining
# The depositor's hits bear a star; i = inactive; ? = inconclusive; . = no result given. Unless noted, no stated cut-off is given here; in the data, active means inhibition above about 50%; inactive means the rest.
SMILES,LYP phosphatase,XIAP displacement,HIV fusion peptide,NS5 inhibitors,Siah-1 displacement,Myeloid diff MLP,Myeloid diff MLP GFP+ MAC1+ %,Lipid droplet,Lipid droplet cells 6.5 µM,NOD2 inhibition,AID2073,others
COc1cc2ccccc2cc1C(=O)Nc1ccc(Cl)cn1,-9%,.,3.2%,2%,-1%,i,0.7,-8,796,-25%,18%,NS5 inhibitors pilot replicate=-3.3
CCC1CCC(C(=O)NC(C(=O)NCCc2ccc(S(N)(=O)=O)cc2)C(C)C)CC1 (configuration not stated),-8%,.,4.2%,-4%,2%,i,0.5,1,860,4%,30%,
O=C(CN1CCOC1=O)N1CCCC(N2CCN(c3cccc(C(F)(F)F)c3)CC2)C1 (configuration not stated),-7%,.,-0.8%,2%,4%,i,1.0,5,719,-1%,-2%,
Cc1[nH]c2ccc(C(=O)NCCCN3CCOCC3)cc2c1C,-9%,.,-0.7%,0%,-2%,i,1.1,-6,677,24%,2%,
O=C(CCS(=O)(=O)c1ccc(Cl)cc1)Nc1ccc(N2CCOCC2)cc1,-7%,.,-1.9%,-5%,2%,i,0.8,-6,744,13%,2%,
O=C(CCC(=O)NNC(=O)COc1ccccc1)NCc1ccccc1,0%,-4.2%,-1.9%,9%,0%,i,6.3,.,.,21%,-12%,
Cc1cc(C(=O)NC2CC(C)(C)Cc3c2cnn3-c2ccc(F)cc2)nn1C (configuration not stated),-4%,.,-0.7%,-5%,4%,i,1.3,2,731,16%,-1%,
COc1cccc(OC)c1OCCCCN1CCCCC1,-7%,.,0.9%,2%,3%,i,0.3,-1,840,1%,7%,
COc1cccc(S(=O)(=O)NCc2ccc(C(=O)Nc3ccc(C)cc3)cc2)c1,-9%,-3.4%,-3.4%,2%,-1%,i,0.4,8,705,0%,4%,
CCN(c1ccccc1)S(=O)(=O)c1ccc(Cl)c(NC(=O)CSc2n[nH]c(N)n2)c1,-6%,-0.8%,2.6%,-3%,2%,i,0.4,-1,668,13%,11%,
COc1ccc(N2CCN(CCNC(=O)CCN3C(=O)COc4ccccc43)CC2)cc1,-2%,-6.2%,-1.8%,-4%,-2%,i,2.2,0,771,6%,-9%,
C=C(C)CSc1nnc(-c2cc(OC)c(OC)c(OC)c2)n1N,-11%,-4.9%,3.4%,-3%,-1%,i,0.5,.,.,14%,-2%,NS5 inhibitors pilot replicate=-7.6
COc1ccccc1NS(=O)(=O)c1ccc2[nH]c(=O)[nH]c2c1,-2%,.,-2.3%,0%,-6%,i,0.3,4,892,5%,16%,
Cc1nnc(SC(C)C(=O)Nc2ccc3c(c2)OCCO3)s1 (configuration not stated),-1%,-3.1%,-0.2%,-4%,2%,i,1.6,1,760,-7%,-1%,
c1ccc(N2CCN(C3CCSC3)CC2)cc1 (configuration not stated),-9%,-4.9%,-2.1%,1%,1%,i,11,0,818,0%,-7%,
CCN(CCCNC(=O)C1CCC(=O)N1Cc1ccc(C)cc1)c1cccc(C)c1 (configuration not stated),-1%,-5.6%,-4.1%,2%,1%,i,1.1,.,.,18%,-7%,
CCOC(=O)C1CCN(C(=O)/C=C/c2cc(OC)c(OC)c(OC)c2)CC1,-1%,-3.0%,1.8%,-7%,3%,i,0.5,-13,620,23%,9%,
CC(NS(=O)(=O)c1ccc(F)cc1)C(c1cccs1)N1CCOCC1 (configuration not stated),-6%,-1.4%,0.3%,-3%,-6%,i,3.2,-11,767,9%,13%,
O=C(NC1CCCC1)C1(c2ccccc2)CCN(S(=O)(=O)c2ccccc2)CC1,-9%,-2.9%,-1.7%,0%,2%,i,0.8,-3,763,8%,10%,
Cc1ccc(CC(=O)Nc2ccc(C(=O)N3CCCCC3)cc2)cc1,-8%,.,2.0%,-5%,-1%,i,1.0,25,800,0%,-9%,

# The list goes on; the last 3 above are carried over.
SMILES,LYP phosphatase,XIAP displacement,HIV fusion peptide,NS5 inhibitors,Siah-1 displacement,Myeloid diff MLP,Myeloid diff MLP GFP+ MAC1+ %,Lipid droplet,Lipid droplet cells 6.5 µM,NOD2 inhibition,AID2073,others
CC(NS(=O)(=O)c1ccc(F)cc1)C(c1cccs1)N1CCOCC1 (configuration not stated),-6%,-1.4%,0.3%,-3%,-6%,i,3.2,-11,767,9%,13%,
O=C(NC1CCCC1)C1(c2ccccc2)CCN(S(=O)(=O)c2ccccc2)CC1,-9%,-2.9%,-1.7%,0%,2%,i,0.8,-3,763,8%,10%,
Cc1ccc(CC(=O)Nc2ccc(C(=O)N3CCCCC3)cc2)cc1,-8%,.,2.0%,-5%,-1%,i,1.0,25,800,0%,-9%,
CC1(C(=O)Nc2nccs2)Cc2ccccc2C(=O)O1 (configuration not stated),-10%,-2.2%,-0.1%,-8%,0%,i,5.0,-2,731,16%,0%,
Brc1ccc(-c2nc(-c3ccccc3)no2)o1,-2%,-4.8%,-0.5%,-4%,1%,i,1.0,-10,693,-36%,11%,NS5 inhibitors pilot replicate=3.3
Cc1cc(C)c(S(C)(=O)=O)c(Sc2ccc(Cl)cc2)n1,5%,-2.2%,0.8%,-6%,4%,i,1.1,.,.,10%,7%,
Cc1cccc(-n2c(C)cc(/C=C3\NC(=O)NC3=O)c2C)c1,-7%,.,-2.8%,2%,2%,i,0.1,13,679,-4%,-13%,
C/C(=N\NC(N)=S)C1(C)CCCCC1,-2%,-1.7%,-2.0%,-5%,8%,i,0.1,.,.,-3%,2%,
COc1ccc2cnn(-c3ccc(OC(F)(F)F)cc3)c(=O)c2c1OC,-5%,.,-0.5%,-2%,4%,i,0.6,8,729,-6%,6%,
COC(=O)c1cc(C(=O)OC)cc(N2C(=O)CC(NNC(=O)c3ccc(C)cc3)C2=O)c1 (configuration not stated),-3%,-19%,4.3%,-4%,-3%,i,0.3,3,709,20%,14%,
O=C(CN1CCCCCC1)N/N=C/c1ccc(Cl)c(Cl)c1,-11%,-9.3%,-0.5%,3%,17%,i,0.4,-7,508,-13%,-1%,
CCN(CC)S(=O)(=O)c1cccc(-c2nnc(SCc3nnc(-c4ccccc4)o3)n2C)c1,-8%,-4.2%,2.1%,-6%,2%,i,1.3,10,764,8%,-3%,
CCNC(=S)N1CCNC(=O)C1CC(=O)OC (configuration not stated),-1%,-9.4%,-0.1%,.,-2%,i,0.3,0,669,5%,14%,
CN1CC2(C)OC(=O)C(Cl)=C2CC1c1ccccc1 (configuration not stated),2%,-1.2%,0.1%,4%,2%,i,0.9,-23,666,18%,1%,
C/C(=N\NC(=O)c1cc(-c2cccnc2)nc2ccccc12)c1ccc(O)cc1O,0%,-6.8%,1.4%,-6%,-6%,?,.,4,714,0%,8%,
COCCNC(=O)C(c1ccc(OC)cc1)N(Cc1ccco1)C(=O)CCC(=O)Nc1ccccn1 (configuration not stated),-13%,.,0.3%,-4%,3%,i,3.1,-2,775,15%,3%,
COc1ccc(NC(=O)CN2C(=O)c3cccc4cccc2c34)cc1OC,-5%,-4.9%,-4.0%,9%,-4%,i,0.0,-2,735,8%,11%,
Cc1nnnn1/C(=C\c1ccccc1)C(=O)OCC(=O)N1CC2(C)CC1CC(C)(C)C2 (configuration not stated),5%,-5.7%,-1.5%,-34%,0%,i,0.8,-1,634,22%,8%,
CN(CC(=O)Nc1ccc(Cl)cc1)Cc1cc(=O)n2ccsc2n1,-6%,-17%,-1.8%,-14%,-4%,i,0.9,0,663,4%,-5%,
Cc1cc(C)c2c(CN3CCC(C)CC3)cc(=O)oc2c1,-5%,.,0.5%,-6%,1%,i,0.4,-6,803,-34%,7%,
CC(=O)c1cnc(Nc2nc(C)c3cc(C)c(C)cc3n2)nc1C,5%,-7.7%,0.6%,-8%,1%,i,0.5,3,670,0%,6%,
c1ccc(Sc2ncccn2)nc1,-5%,.,0.8%,0%,6%,i,0.8,-10,679,9%,-48%,
CC1CCCC(NC(=O)COC(=O)c2cccc(NS(=O)(=O)/C=C/c3ccccc3)c2)C1C (configuration not stated),0%,-7.3%,2.1%,-3%,8%,i,0.4,1,622,16%,1%,
O=C1/C(=C/c2ccccn2)SC(=S)N1N1CCOCC1,-3%,.,4.5%,3%,-6%,i,0.7,-5,707,3%,22%,
COc1cc2c(c(OC)c1OC)-c1ccc(OC)c(=O)cc1[C@@H](NC(C)=O)CC2,-5%,.,-0.9%,-3%,-2%,?,.,?,.,-15%,3%,
COc1ccc(OC)c2sc(N(CCN(C)C)C(=O)/C=C/c3cccs3)nc12,-3%,.,7.7%,-1%,-7%,?,.,-15,571,32%,20%,
O=C(COC(=O)CNC(=O)C12CC3CC(CC(C3)C1)C2)Nc1ccccc1,2%,-7.8%,1.4%,1%,-5%,i,0.8,-37,632,-14%,2%,
CCOC(=O)c1cccc(NC(=O)COc2ccc([N+](=O)[O-])cc2)c1,-6%,-3.5%,1.5%,0%,-5%,i,1.0,.,.,6%,8%,
O=C(O)c1cc2nc(-c3ccccc3)cc(-c3ccccc3)n2n1,-7%,-4.5%,-2.1%,2%,-11%,i,0.5,0,724,-4%,32%,
CCCc1nnc(NC(=O)CCN2C(=O)c3ccccc3C2=O)s1,-5%,-4.7%,-0.4%,-10%,3%,i,0.9,1,721,6%,5%,
O=C(NC(=S)Nc1cccc(C(F)(F)F)c1)c1ccc2nonc2c1,6%,.,-1.0%,.,11%,i,0.6,23,765,18%,-24%,
O=[N+]([O-])c1cccc(C(O)C23CN4CN(CN(C4)C2)C3)c1 (configuration not stated),-4%,.,-1.6%,-5%,-1%,i,1.3,-7,702,3%,-4%,
COc1ccc(S(=O)(=O)N2CCN(C)CC2)cc1C(=O)Nc1ccccc1,-9%,.,1.1%,6%,2%,i,0.7,-4,786,7%,9%,
Cc1ccc(C(=O)Cn2c(C)cc(C)c(C#N)c2=O)cc1,-9%,-24%,-0.6%,-10%,4%,.,.,.,.,1%,-6%,
CCOC(=O)C1CCCN(c2nc3c(C)cccn3c(=O)c2/C=C(\C#N)C(=O)NCc2ccco2)C1 (configuration not stated),-7%,.,-0.5%,2%,20%,i,1.0,-6,672,12%,-2%,
CCN(CC)c1ccc(/C=C(\C#N)C(=O)c2ccc(Br)cc2)cc1,-5%,-2.0%,147%,?,-7%,i,0.7,-8,635,20%,24%,
Cc1oc(C(C)(C)C)cc1C(=O)N1CCN(C(c2ccccc2)c2ccccc2)CC1,2%,.,-0.2%,8%,-7%,i,0.3,-2,685,0%,2%,
O=C(c1nc2ncccn2n1)N1CCN(c2ccc(F)cc2)CC1,-8%,1.7%,-1.7%,3%,2%,i,1.3,-6,731,16%,-3%,
CCOC(=O)c1ccc(NC(=S)Nc2cc(C)cc(C)n2)cc1,-5%,-0.4%,1.0%,-8%,16%,i,0.2,2,654,-6%,30%,

# These rows are one share of the data; the hit share may differ from the screen's.
